# PMI activator = activators of human PMI, primary screen, biochemical, fluorescence intensity, near-Km mannose 6-phosphate. Mannose-6-phosphate isomerase (Homo sapiens), P34949. AID 1214, 2008. purified human PMI, coupled resazurin fluorescence, 20 min; hits give high values; 1 = vehicle control, 0 substrate-free wells. activation factor at 20 µM. hit rate 0.005% among 190,000;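 active = activation factor of 2 or more at 20 µM, relative to plate controls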
# Target sequence (P34949 whole entry, looked up): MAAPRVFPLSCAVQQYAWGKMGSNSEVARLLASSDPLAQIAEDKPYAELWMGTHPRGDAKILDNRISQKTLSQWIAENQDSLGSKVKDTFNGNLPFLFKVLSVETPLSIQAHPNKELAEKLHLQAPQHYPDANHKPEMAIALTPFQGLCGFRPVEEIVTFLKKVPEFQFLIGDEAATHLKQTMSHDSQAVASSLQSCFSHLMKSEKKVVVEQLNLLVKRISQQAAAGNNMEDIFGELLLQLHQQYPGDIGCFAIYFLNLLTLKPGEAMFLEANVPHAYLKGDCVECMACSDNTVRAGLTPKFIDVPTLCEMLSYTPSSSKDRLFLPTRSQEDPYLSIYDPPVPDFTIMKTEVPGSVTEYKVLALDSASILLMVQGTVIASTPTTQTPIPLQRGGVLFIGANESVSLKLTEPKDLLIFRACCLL
# Diaph inh CS = diaphorase inhibitors and chemical oxidizers, primary screen, counter-screen for diaphorase-coupled primary assays, biochemical, uHTS, resorufin fluorescence; diaphorase resazurin-to-resorufin fluorescence, NADH, 16 min; bacterial (C. kluyveri) enzyme, not human; inhibition, % at 20 µM; hit rate 0.69% among 190,000; AID 1217, 2008;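 active = primary screen inhibition at 20 µM above a set limit, cut at about 50% in these data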;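 also: plate controls were DMSO with full reaction for no effect and wells lacking NADH for full effect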
#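 Test system: Clostridium kluyveri diaphorase enzyme / Quantity: diaphorase at 0.14 U/mL in enzyme working solution / Incubation: 16-min room-temperature incubation before reading / Benchmarks: NADH-free wells as positive control, DMSO-only neutral wells / Signal: resorufin fluorescence 544/590 nm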
# TNAP inh noacc = human TNAP enzyme inhibitors, primary screen, biochemical, luminescent, no phosphate acceptor, uHTS; purified TNAP, CDP-star luminescence, 30 min; inhibition, % at 20 µM; Alkaline phosphatase, tissue-nonspecific isozyme (Homo sapiens), P05186; hit rate 0.26% among 200,000;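 active = tissue-nonspecific alkaline phosphatase inhibition above about 50% at 20 µM in the single-dose screen, limit read from the data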;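 also: 0% = DMSO negative control and 100% = EDTA positive control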
# Target sequence (P05186 whole entry, looked up): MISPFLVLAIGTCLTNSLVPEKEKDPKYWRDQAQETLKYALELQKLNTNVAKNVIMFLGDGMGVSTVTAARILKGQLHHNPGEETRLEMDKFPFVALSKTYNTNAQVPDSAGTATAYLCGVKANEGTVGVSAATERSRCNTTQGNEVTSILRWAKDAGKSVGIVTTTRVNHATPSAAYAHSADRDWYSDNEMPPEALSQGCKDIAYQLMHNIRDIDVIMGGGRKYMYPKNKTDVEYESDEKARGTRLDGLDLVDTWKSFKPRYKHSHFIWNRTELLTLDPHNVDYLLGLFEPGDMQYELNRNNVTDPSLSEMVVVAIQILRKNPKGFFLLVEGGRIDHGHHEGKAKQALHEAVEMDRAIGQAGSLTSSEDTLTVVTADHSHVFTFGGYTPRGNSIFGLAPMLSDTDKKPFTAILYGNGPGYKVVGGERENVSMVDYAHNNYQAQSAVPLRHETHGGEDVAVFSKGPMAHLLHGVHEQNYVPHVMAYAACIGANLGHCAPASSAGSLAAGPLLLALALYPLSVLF
# TNAP act hiacc = TNAP activators at high phosphate acceptor level, primary screen, biochemical, luminescence, uHTS; activation factor at 20 µM; purified TNAP, CDP-star luminescence, 1 M DEA, 30 min; hits give high values; 0 = EDTA background, 1 = DMSO-only activity; AID 1136, 2008; Alkaline phosphatase, tissue-nonspecific isozyme (Homo sapiens), P05186; 200,000 tested, under 10 active;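 active = activation factor at least 2 at 20 µM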
#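 Measured by: Luminescent substrate turnover signal | Test system: Human TNAP | Input: TNAP 1/800 final | Dosing: 20 µM single point | Schedule: 30 min, room temperature | Controls: EDTA wells as negative control, DMSO wells as positive control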
# PMI act hi M6P = human PMI activators, high substrate, primary screen, biochemical, fluorescence intensity, near-saturating mannose 6-phosphate; Mannose-6-phosphate isomerase (Homo sapiens), P34949; AID 1216, 2008; hit rate 0.34% among 190,000; activation factor at 20 µM; coupled PMI enzyme assay, resazurin fluorescence, 20 min; hits give high values; 1 = untreated enzyme, 0 = substrate-free blank;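 active = activation factor of 2 or more at 20 µM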
#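 Technique: Diaphorase-driven resazurin-to-resorufin fluorescence, excitation 544, emission 590 nm | Assay system: Human PMI in coupled enzyme assay | Times: Enzyme reaction with compound 20 min at room temperature | Medium: HEPES-buffered pH 7.4 with magnesium and detergent | Reagent: Mannose-6-phosphate 1.0 mM (near-saturating) plus 0.22 mM NADP+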
# TNAP inh hiacc = human TNAP enzyme inhibitors, primary screen, biochemical, luminescent, high phosphate acceptor level, uHTS. Alkaline phosphatase, tissue-nonspecific isozyme (Homo sapiens), P05186. purified TNAP, CDP-star luminescence, 1 M DEA. inhibition, % at 20 µM. hit rate 0.03% among 200,000;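 active = over 50% inhibition of tissue-nonspecific alkaline phosphatase at 20 µM in the single-dose screen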;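 also: plate controls were DMSO wells for no effect and EDTA-quenched wells as full inhibition for full effect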
# Diaphorase act = compounds boosting diaphorase resazurin reduction – biochemical, uHTS, resorufin fluorescence, counter-screen for diaphorase-coupled primary assays, primary screen | AID 1229, 2008 | activation factor at 20 µM | hit rate 0.005% among 190,000 | Diaphorase/resazurin coupled assay, 16 min; hits give high values; 1 = vehicle wells, 0 = NADH-free wells;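 active = diaphorase activity raised at least twofold by the compound at 20 µM; inactive = activation factor below 2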
#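 Measured by – red resorufin fluorescence at 544/590 nm excitation/emission · Test system – Clostridium kluyveri diaphorase, purified enzyme · Incubation – reaction time 16 min, room temperature · Buffer or medium – 50 mM HEPES pH 7.4 with 4.542 mM MgCl2, 0.005% Tween 20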
# Lmaj promast = Leishmania major promastigote growth inhibition, primary screen. AID 1063, 2008. inhibition, % at 10 µM. Leishmania major promastigotes, resazurin fluorescence viability. hit rate 9% among 200,000; in the data active = inhibition above about 50%;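 also: promastigotes grown with compound for 44 hours at 28 °C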
# bIAP act = bovine intestinal alkaline phosphatase activators, primary screen, biochemical, bovine IAP, CDP-star luminescence | alkaline phosphatase, intestinal [Bos taurus] | activation factor at 20 µM | purified bovine IAP, 30 min; hits give high values; fold of DMSO-control signal, blank-subtracted | hit rate 0.17% among 200,000;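 active = activation factor of 2 or more at 20 µM, a signal rise over negative controls twice the positive control's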
# bIAP inhibitor = bovine intestinal alkaline phosphatase inhibitors, primary screen, selectivity assay for TNAP inhibitor project, biochemical, bovine IAP, CDP-star luminescence; alkaline phosphatase, intestinal [Bos taurus]; purified bovine IAP, 30 min; inhibition, % at 20 µM; 190,000 tested, under 10 active; AID 1019, 2008;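 active = over 50% inhibition of intestinal alkaline phosphatase at 20 µM in the single-dose screen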
#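 System: Purified bovine intestinal alkaline phosphatase (IAP) enzyme | Input: IAP diluted 1/65,000,000 in the well | Also added: CDP-star chemiluminescent phosphatase substrate, 30 µM final | Dosing: 20 µM single dose | Times: Enzyme reaction for 30 min at room temperature | Detection: Luminescence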
# The depositor's hits bear a star; . = not tested or not shown.
no.	Compound	PMI activator	Diaph inh CS	TNAP inh noacc	TNAP act hiacc	PMI act hi M6P
1	N/C(CN1CCCC1=O)=N\OC(=O)c1ccccc1Cl	1	6	3	1	0.9
2	COc1ccc(-n2c(=O)c3ccccc3n(CC(=O)NC3CCCC3)c2=O)c(OC)c1	1	0	-8	1	1.1
3	O=C1N(c2cccc3ccccc23)C(c2ccccc2)N2CCCN12 (centres undefined)	1.1	9	-6	1	1
4	c1ccc(CCn2nnnc2C(c2cccs2)N2CCOCC2)cc1 (centres undefined)	1	6	-13	1	1
5	COc1ccc(N2CCN(c3ccc(N)cc3C#N)CC2)cc1	0.9	8	-13	1	1
6	CC1CCC(C(C)C)C(OC(=O)C2=C3c4ccccc4S(=O)(=O)N3CC2)C1 (centres undefined)	1	19	-6	1	1
7	O=C(c1cccc(C(F)(F)F)c1)C1CCCN(C(=O)CCc2cnccn2)C1 (centres undefined)	0.9	8	-5	1.1	0.9
8	Cc1cc2cc(CNC(=S)Nc3ccc(OC(F)(F)F)cc3)ccc2[nH]1	1	-3	-6	1	1
9	Cc1cccn2cc(-c3cccc(NC(=O)c4cccs4)c3)nc12	1	18	-11	1.1	0.9
10	O=C(Nc1cccnc1Cl)c1ccc(S(=O)(=O)N2CCCCCC2)cc1	0.9	13	-4	1.1	0.9
11	CC1Cc2ccccc2N1C(=O)Cc1cccs1 (centres undefined)	0.9	16	-8	1	0.8
12	O=C(C1CCCCC1)N1CCCn2c1nc1ccccc12	0.8	17	-7	1	0.8
13	CC(=O)c1cccc(N(C(=O)Cn2nnc3ccccc32)C(C(=O)NC2CCCCC2)c2cn(C)nc2C)c1 (centres undefined)	0.9	18	-5	1	1
14	CC(c1ccccn1)N(CCN(C)C)C(=S)Nc1ccccc1F (centres undefined)	0.9	4	-4	1	1
15	O=C(CN1CCc2ccccc21)NCc1ccccc1Cl	0.9	7	-14	1	1

no.	TNAP inh hiacc	Diaphorase act	Lmaj promast	bIAP act	bIAP inhibitor
1	2	0.9	-6	1	-2
2	-1	1	-3	0.9	6
3	0	0.9	2	1.1	-6
4	-4	0.9	.	0.9	6
5	-2	0.9	2	0.9	10
6	-1	0.8	1	1	-1
7	-5	0.9	-6	1	3
8	2	1	-3	0.9	12
9	-8	0.8	10	0.9	12
10	-5	0.9	30	0.8	16
11	2	0.8	-2	0.9	9
12	-2	0.8	7	1	-1
13	0	0.8	-1	1	4
14	-1	1	0	0.7	34
15	-1	0.9	-5	0.7	25

# The closing 2 compounds of the part above lead into the next:
no.	Compound	PMI activator	Diaph inh CS	TNAP inh noacc	TNAP act hiacc	PMI act hi M6P
14	CC(c1ccccn1)N(CCN(C)C)C(=S)Nc1ccccc1F (centres undefined)	0.9	4	-4	1	1
15	O=C(CN1CCc2ccccc21)NCc1ccccc1Cl	0.9	7	-14	1	1
16	CC(=O)Nc1ccc(OC(=O)c2ccc(Cl)cc2)cc1	1	4	-6	1	1
17	CCn1ccnc1CN1CCN(CC(C)C)C(CCO)C1 (centres undefined)	0.9	15	-11	1.1	0.9
18	C=CCN(CC=C)C(=O)c1ccc(OC2CCN(Cc3ccccn3)CC2)cc1	1	7	-10	1.1	1.1
19	Cn1nc(N)c2c(-c3ccccc3)c(C#N)c(N)nc21	1.1	10	-9	1.1	1
20	Cc1c(NC(=O)CSc2nnc(Nc3ccccc3)s2)c(=O)n(-c2ccccc2)n1C	0.9	13	-1	0.9	1
21	Cc1cc(C(=O)N/N=C/c2ccc(N(C)C)cc2)c2ccccc2n1	1.1	4	-7	1	1.1
22	O=C(CN1CCN(c2ncc(C(F)(F)F)cc2Cl)CC1)N1CCN(c2ncc(C(F)(F)F)cc2Cl)CC1	0.9	22	-9	1.1	1
23	COc1ccccc1NC(=S)N1CCC(c2nc3ccccc3o2)CC1	1	7	-8	1	0.9
24	Nc1ccc2oc3ccc(N)cc3c(=O)c2c1	0.8	20	-5	1	0.8
25	O=c1nc(-c2ccccc2)n(-c2ccccc2)[nH]1	1.1	1	1	1	1.1
26	Nc1c(-c2ccccc2)cnc2ncnn12	0.9	11	-25	1	0.9
27	O=C(NCc1ccccc1)C1Cc2ccccc2CN1C(=O)c1ccco1 (centres undefined)	1.1	3	-12	1	1.1
28	Cc1cc(C)c(NS(=O)(=O)c2ccc(Cl)c(C(=O)O)c2)c(C)c1	1.1	7	-12	1.1	1.1
29	CN(Cc1nc(Cc2cccc(C(F)(F)F)c2)no1)C1CC(C)(C)NC(C)(C)C1	1	1	-12	1	1.1
30	CCOC(=O)c1cccc(NC(=O)CSc2nnc(-c3ccoc3C)n2CC)c1	0.9	15	-9	1	0.9

no.	TNAP inh hiacc	Diaphorase act	Lmaj promast	bIAP act	bIAP inhibitor
14	-1	1	0	0.7	34
15	-1	0.9	-5	0.7	25
16	-2	1	-8	1.3	-30
17	-11	0.9	1	0.9	12
18	-5	0.9	59*	1	-1
19	-5	0.9	0	0.6	37
20	6	0.9	-3	1.1	-10
21	2	1	2	0.9	10
22	-6	0.8	50*	1.1	-12
23	0	0.9	-11	1	4
24	4	0.8	-3	0.8	17
25	-4	1	-4	1.1	-10
26	-2	0.9	-4	1	2
27	-4	1	2	1.1	-8
28	-5	0.9	-3	1	-4
29	-4	1	5	1	-4
30	-4	0.8	2	1	-2

# Later entries:
no.	Compound	PMI activator	Diaph inh CS	TNAP inh noacc	TNAP act hiacc	PMI act hi M6P
31	O=Cc1ccc(Sc2ncccn2)o1	1.1	4	-5	1	1
32	COc1ccc(C2CC(C(F)(F)F)n3nc(C(=O)N(C)Cc4cn(C)nc4C)c(Cl)c3N2)cc1 (centres undefined)	1	10	0	1	1
33	Cc1c(C#N)c(NC(=O)C(C)C)n(Cc2ccccc2)c1C	1	2	-14	1.1	1.1
34	CCc1c(C(=O)Nc2ncn(Cc3cccc(C)c3)n2)csc1C	1	9	-6	1	1
35	CCOc1ccccc1NS(=O)(=O)c1cccs1	0.9	7	-7	1	1
36	COCCNC(=S)N/N=C(\C)c1ccccc1O	1	23	-201	1.1	1
37	COc1cccc2c(O)cc(=O)n(C)c12	1	4	-7	1	1.1
38	O=Cc1ccc(-c2ccccc2C(=O)O)o1	1	15	-4	1	1
39	C=CCOc1ccc(C2/C(=C(\O)c3ccc(F)cc3)C(=O)C(=O)N2CCCN(C)C)cc1 (centres undefined)	1	20	-11	1.1	0.9
40	COC(=O)CN(CCc1ccccc1)S(=O)(=O)c1ccc(OC)c(OC)c1	1	12	-12	1	1
41	Fc1cccc(CSc2nc3ncccc3[nH]2)c1	1	-2	1	1	1
42	Cc1ccc(S(=O)(=O)c2nc(C)c3c(n2)CCC3)cc1	1	5	-4	1	1
43	Fc1ccc(-c2ccnc3nc(-n4cccc4)nn23)cc1	0.9	16	-2	1	0.9
44	NNC(=O)c1ccc(O)cc1O	1.1	6	-2	1.1	1
45	O=C1C(NS(=O)(=O)c2cccs2)=C(N2CCN(c3cccc(Cl)c3)CC2)C(=O)c2ccccc21	1.2	41	4	1	1.6

no.	TNAP inh hiacc	Diaphorase act	Lmaj promast	bIAP act	bIAP inhibitor
31	-2	1	-6	1	1
32	1	0.9	-5	1	5
33	-5	1	16	0.9	10
34	-4	0.9	-5	0.8	22
35	-1	0.9	8	0.9	12
36	-7	0.8	-4	0.9	11
37	-3	1	-4	0.9	6
38	1	0.9	-7	0.9	7
39	-9	0.8	-10	1	0
40	-4	0.9	0	0.9	6
41	-3	1	-1	1.4	-36
42	1	0.9	-10	0.9	9
43	-2	0.8	-3	1.1	-8
44	-8	0.9	31	1	4
45	1	0.6	99*	0.8	25

# The closing three records of the section above come first, to join the parts:
no.	Compound	PMI activator	Diaph inh CS	TNAP inh noacc	TNAP act hiacc	PMI act hi M6P
43	Fc1ccc(-c2ccnc3nc(-n4cccc4)nn23)cc1	0.9	16	-2	1	0.9
44	NNC(=O)c1ccc(O)cc1O	1.1	6	-2	1.1	1
45	O=C1C(NS(=O)(=O)c2cccs2)=C(N2CCN(c3cccc(Cl)c3)CC2)C(=O)c2ccccc21	1.2	41	4	1	1.6
46	C=CCCC(=O)Nc1nc(C)c(-c2csc(Nc3cc(OC)ccc3OC)n2)s1	1	26	-1	1.1	0.8
47	CC1CC(=O)C2=C(C1)Nc1nc3ccccc3n1C2c1cccnc1 (centres undefined)	0.9	22	53*	1	0.8
48	Cc1cccc(N2CCN(c3nc4ccc(Cl)cc4n4cnnc34)CC2)c1C	1.1	-9	-6	1	1
49	CN1CC(c2ccccc2)C(c2ccc(Cl)cc2)=N1 (centres undefined)	0.9	14	-1	1	0.8
50	O=C(NC1=NCCS1)c1ccc(-c2ccc(Cl)cc2)o1	1	2	-26	1.1	1.1
51	CCOC(=O)c1cc(-c2ccccc2)n(CC(=O)Nc2ccc(OC)c(OC)c2)c1C	1.1	11	-27	1.1	1

no.	TNAP inh hiacc	Diaphorase act	Lmaj promast	bIAP act	bIAP inhibitor
43	-2	0.8	-3	1.1	-8
44	-8	0.9	31	1	4
45	1	0.6	99*	0.8	25
46	-7	0.7	19	1	2
47	-3	0.8	-3	1.2	-24
48	-3	1.1	-1	1	2
49	-1	0.9	-6	0.6	39
50	-6	1	2	0.8	20
51	-9	0.9	0	0.6	39

# As entered above.
# For PMI act hi M6P, cpd 41 reads 1
# For TNAP inh hiacc, cpd 21 reads 2
# For TNAP inh hiacc, cpd 26 reads -2
# For TNAP inh hiacc, cpd 2 reads -1
# For PMI activator, cpd 50 reads 1

# High-throughput results as filed in PubChem BioAssay.
